# Screening data (PubChem BioAssay)
# SRC3 inh: SRC3 coactivator transcriptional activity inhibitors, primary screen, cell-based, luminescence | Nuclear receptor coactivator 3 (Homo sapiens), Q9Y6Q9 | HEK293 GAL4-SRC3 luciferase reporter | inhibition, % at 3.6 µM | 360,000 compounds, 0.17% hits | AID 588352, 2011;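 active = inhibition above a per-campaign cutoff, the mean of all compounds plus 3 SD, cut at about 60% in these data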;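 note: 0% = DMSO-treated cells and 100% = gossypol-treated cells at 36 µM; higher means less SRC3-driven luciferase light from the GAL4 reporter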
# TLR9-MyD88 block: inhibitors of TLR9-MyD88 association in cells, primary screen, cell-based, CHO, BLA complementation, fluorescence; Toll-like receptor 9 (Homo sapiens) + Myeloid differentiation primary response protein …; CCF4 FRET ratio; inhibition, % at 4.98 µM; 340,000 compounds, 0.21% hits; AID 504734, 2011;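 active = inhibition above the mean over all tested compounds plus 3 SD, cut at about 21% in these data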;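 note: 0% = DMSO only wells and 100% = clavulanate BLA inhibitor control wells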
# COUP-TFII inh: NR2F2 transcriptional activity inhibitors, primary screen, cell-based, luciferase reporter, HEK293T, luminescence; 370,000 compounds, 0.7% hits; COUP transcription factor 2 (Homo sapiens), P24468; HEK293T NGFI-A luciferase reporter; inhibition, % at 8.6 µM; AID 686940, 2013;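 active = inhibition above a per-plate cutoff, mean inhibition of test wells between control levels plus 3 SD, cut at about 38% in these data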;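 note: cells cotransfected with COUP-TFII expression vector driving the NGFI-A reporter; 0% = median of COUP-TF2 test wells and 100% = reporter-only cells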
# ABHD5 PLIN5 PPI: ABHD5-PLIN5 interaction inhibitors, primary screen, cell lysate, split luciferase complementation, luminescence | Perilipin-5 (Homo sapiens) + 1-acylglycerol-3-phosphate O-acyltransferase ABHD5 (Homo … | Split G. princeps luciferase complementation, 4 h | inhibition, % at 4 µM | 360,000 compounds, 0.78% hits;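 active = inhibition above the mean inhibition across every tested compound plus 3 SD, cut at about 22% in these data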;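 note: 0% = DMSO only wells and the 100% control is not disclosed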
# MC4R antagonist: MC4R antagonists of cAMP signaling, primary screen, cell-based, TR-FRET, antagonist arm of biased-ligand search; 360,000 compounds, 0.48% hits; inhibition, % at 6.5 µM; AID 540295, 2011; Melanocortin receptor 4 (Homo sapiens), P32245; MC4R-expressing cells, MTII-stimulated cAMP, LANCE TR-FRET;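 active = inhibition above its plate's cutoff, the mean of tested wells on that plate plus 3 SD, cut at about 29% in these data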;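 note: 0% = Melanotan II alone and 100% = Melanotan II plus saturating MCL0020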
#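 material = U2OS cells stably expressing human melanocortin 4 receptor (MC4R) | also added = Melanotan II challenge | dosing = single nominal compound dose of 6.5 µM | detection = TR-FRET with Eu-cAMP and labeled anti-cAMP, 671 nm | replication = singlicate | timing = compound 30 min, challenge 1 h, detection 1 h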
# NOD2-RIPK2 inh: NOD2-RIPK2 binding disruptors in cells, primary screen, fluorescence, CHO cells, BLA complementation; Receptor-interacting serine/threonine-protein kinase 2 (Homo sapiens), O43353; CCF4 ratio; inhibition, % at 4.98 µM; 360,000 compounds, 0.38% hits; AID 624267, 2012; in the data active = inhibition above about 21%;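 note: 0% = vehicle only and 100% = reference blocker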
# EBV LMP1 NFkB: EBV LMP1-driven NF-kappaB luciferase reporter inhibitors, primary screen, cell-based, luminescence, single point. LMP1-induced NF-kappaB luciferase reporter cells. inhibition, % at 12.5 µM. 350,000 compounds, 0.69% hits. AID 504558, 2011; in the data active = inhibition above about 41%;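 note: 0% = neutral control wells and 100% = reference inhibitor control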
# SRC2 inh: inhibition of GAL4-SRC2 driven luciferase reporter, primary screen, SRC2 inhibitor project, cell-based, luminescence; 370,000 compounds, 0.17% hits; AID 651957, 2012; Nuclear receptor coactivator 2 (Homo sapiens), Q15596; inhibition, % at 9 µM; HEK293 GAL4-SRC2 luciferase reporter;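 active = inhibition above the mean inhibition of all tested compounds plus 3 SD, set per campaign, cut at about 52% in these data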;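 note: 0% = DMSO treated cells and 100% = cells given Gossypol at 36 µM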
# Target sequence (Q15596 whole entry, looked up, the tested form may be a part): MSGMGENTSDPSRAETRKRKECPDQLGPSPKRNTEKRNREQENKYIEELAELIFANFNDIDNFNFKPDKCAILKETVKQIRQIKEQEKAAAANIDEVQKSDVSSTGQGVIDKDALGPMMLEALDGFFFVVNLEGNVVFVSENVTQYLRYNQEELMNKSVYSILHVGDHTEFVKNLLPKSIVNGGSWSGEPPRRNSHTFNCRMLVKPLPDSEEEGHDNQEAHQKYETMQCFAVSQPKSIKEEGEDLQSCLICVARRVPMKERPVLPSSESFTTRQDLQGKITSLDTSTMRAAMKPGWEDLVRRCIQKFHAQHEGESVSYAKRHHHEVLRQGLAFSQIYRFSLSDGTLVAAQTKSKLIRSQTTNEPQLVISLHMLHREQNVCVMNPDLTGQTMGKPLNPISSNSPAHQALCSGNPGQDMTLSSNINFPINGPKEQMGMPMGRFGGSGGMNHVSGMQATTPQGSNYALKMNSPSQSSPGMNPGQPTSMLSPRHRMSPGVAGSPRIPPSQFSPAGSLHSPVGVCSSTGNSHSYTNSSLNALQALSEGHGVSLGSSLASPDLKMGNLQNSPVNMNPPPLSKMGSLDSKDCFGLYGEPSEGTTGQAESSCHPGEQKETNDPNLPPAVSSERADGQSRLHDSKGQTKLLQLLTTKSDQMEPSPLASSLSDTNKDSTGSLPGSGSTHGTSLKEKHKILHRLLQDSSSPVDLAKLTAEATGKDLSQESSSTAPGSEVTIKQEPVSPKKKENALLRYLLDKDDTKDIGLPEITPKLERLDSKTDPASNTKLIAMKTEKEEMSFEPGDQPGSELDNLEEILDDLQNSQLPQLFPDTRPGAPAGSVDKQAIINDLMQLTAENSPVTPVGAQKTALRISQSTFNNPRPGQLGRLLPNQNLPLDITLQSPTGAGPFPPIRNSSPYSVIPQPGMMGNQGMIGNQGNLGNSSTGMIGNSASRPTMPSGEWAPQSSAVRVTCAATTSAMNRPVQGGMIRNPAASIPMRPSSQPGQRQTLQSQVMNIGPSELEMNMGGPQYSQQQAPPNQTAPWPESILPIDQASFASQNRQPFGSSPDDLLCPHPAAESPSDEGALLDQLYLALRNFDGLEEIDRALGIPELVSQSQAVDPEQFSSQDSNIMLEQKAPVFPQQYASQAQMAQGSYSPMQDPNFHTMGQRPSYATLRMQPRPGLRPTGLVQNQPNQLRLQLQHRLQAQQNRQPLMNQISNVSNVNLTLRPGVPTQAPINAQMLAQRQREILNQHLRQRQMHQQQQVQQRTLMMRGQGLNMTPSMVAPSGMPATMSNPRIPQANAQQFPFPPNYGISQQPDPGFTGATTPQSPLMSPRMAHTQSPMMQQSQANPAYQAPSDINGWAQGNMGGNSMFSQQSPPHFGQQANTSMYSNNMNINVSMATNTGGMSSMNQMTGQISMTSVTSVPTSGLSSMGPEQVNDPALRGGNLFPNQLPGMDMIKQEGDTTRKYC
# NCOA1 inh: SRC1 coactivator transcriptional activity inhibitors, primary screen, cell-based, luminescence | inhibition, % at 3.6 µM | 360,000 compounds, 0.12% hits | AID 588354, 2011 | HEK293 GAL4-SRC1 luciferase reporter;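 active = inhibition above the campaign mean plus 3 SD, with each screening campaign given its own cutoff, cut at about 60% in these data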;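 note: 0% = DMSO treated cells and 100% = gossypol at 36 µM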
# NR5A2 inv ag: LRH-1 (NR5A2) inverse agonists, primary screen, cell-based, luminescence, HEK293T, StAR-luciferase reporter. Nuclear receptor subfamily 5 group A member 2 (Homo sapiens), O00482. inhibition, % at 3.6 µM. 360,000 compounds, 0.13% hits. LRH-1 transfected, 24 h;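 active = inhibition above the mean inhibition of all tested compounds plus 3 SD, cut at about 73% in these data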;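 note: 0% = DMSO wells and 100% = reporter-only cells lacking LRH-1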
# MC4R ag barr: MC4R agonists recruiting beta-arrestin, primary screen, cell-based, luminescence, agonist arm of biased-ligand search | Melanocortin receptor 4 (Homo sapiens), P32245 | U2OS MC4R beta-arrestin complementation; percent of melanotan II response, DMSO zero | activation, % at 8.9 µM | 360,000 compounds, 0.98% hits;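 active = activation above a per-plate cutoff, the mean activation of sample wells on that plate plus 3 SD, cut at about 8% in these data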
# Starred values were filed as active, the others as inactive; . = no result given. This is a subset; count on the stated rates, not on these rows.
# Results follow in this order: SRC3 inh	TLR9-MyD88 block	COUP-TFII inh	ABHD5 PLIN5 PPI	MC4R antagonist	NOD2-RIPK2 inh	EBV LMP1 NFkB	SRC2 inh	NCOA1 inh	NR5A2 inv ag	MC4R ag barr
- Cc1nn(C)cc1CNCc1c(C(=O)N2CCCCC2)nc2c(C)cccn12
→ 12	-8	-1	-5	19	0	-5	8	-8	-6	-2.5
- Cc1csc(NC(=O)CSc2nccn2C)n1
→ -18	-12	-11	-1	-6	-7	-3	-15	-20	7	-4.3
- Cc1ccc(N2C(=O)c3n[nH]c(C)c3C2c2ccco2)cc1 (stereo not given)
→ -77	1	-23	0	3	-5	-12	-53	-52	-79	-0.4
- COc1ccc(S(=O)(=O)Nc2cccnc2)cc1OC
→ -12	2	-9	2	7	-9	-3	10	0	-35	-0.7
- Cc1ccc(CS(=O)Cc2ccc(C(=O)N3CCN(C4CCCCC4)CC3)o2)cc1 (stereo not given)
→ -17	-2	9	-2	4	-3	-2	-7	-19	-9	-1.2
- CCCNC(=O)N1CCC(c2nc3ccccc3s2)CC1
→ -8	-6	-3	-6	3	-7	4	9	-9	-1	-1.4
- Cc1c(C)c2ccc(OCC(=O)N3CCN(c4cccc(Cl)c4)CC3)cc2oc1=O
→ -13	8	-8	-5	-6	-9	-2	9	13	41	0.4
- COc1ccc(CCNC(=O)C2CCN(S(C)(=O)=O)CC2)cc1
→ -11	7	-1	13	8	-12	-4	-1	-2	0	0.1
- COCCNC(=S)N/N=C/c1ccccc1C(=O)O
→ 15	5	-1	2	-1	4	-3	0	11	12	0.1
- O=C(COC(=O)c1n[nH]c(=O)c2ccccc12)c1ccc(Br)cc1
→ 6	-10	9	2	6	-3	-30	8	-44	4	-1.4
- O=C(CSCc1ccccc1)N1CCc2ccccc21
→ -95	-1	-70	-6	5	1	-30	-7	-114	-112	-1.4
- Cc1c(C(=O)N2CCOCC2)[nH]c2c1C(=O)CC(c1ccccc1Cl)C2 (stereo not given)
→ -19	5	-1	-6	-28	-1	-1	-8	2	15	-2.1
- Cc1c(C#N)c(N)c(C(=O)c2ccccc2)n1Cc1ccccc1
→ -9	-8	0	-2	6	-3	2	-25	-28	7	-0.9
- O=c1c2c3c(sc2nc(NCCO)n1-c1ccccc1)CCCC3
→ -6	-15	18	-4	18	1	-9	24	-14	2	-0.9
- C=CCNc1nc(-c2ccc3c(c2)OCCO3)cs1
→ -119	-10	-61	3	2	1	-33	-22	-126	-120	-2.9
- CCC(C)NC(=O)[C@@H]1CSC2c3ccccc3C(=O)N21 (stereo not given in full)
→ 1	10	-4	-8	7	1	-3	-6	7	7	-1.2
- Cc1nn(C)c(C)c1NC(=S)Nc1ccc(S(=O)(=O)Nc2ncccn2)cc1
→ 5	1	-8	1	7	-8	-1	8	0	6	-3.6
- CC1CCN(C(=O)CN2C(=O)NC3(CCC(C)CC3)C2=O)CC1 (stereo not given)
→ 5	2	-1	5	4	-9	-4	10	2	18	-0.7
- Cc1cc(NC(=O)CSc2nnc(-c3cccc(Cl)c3)o2)no1
→ -3	-10	13	-3	-2	4	-7	-5	3	-16	-3.6
- O=C(CCCc1cccs1)Nc1nc(-c2ccc(F)cc2)cs1
→ 5	10	-10	-9	5	19	9	-11	16	7	7.8
- Cn1c(=O)oc2cc(S(=O)(=O)N3CCC(C(=O)N4CCc5ccccc5C4)CC3)ccc21
→ 5	6	-5	3	17	-8	-7	-15	7	-24	0.7
- COc1ccc(CNC(=O)CCn2c(=O)oc3ccccc32)c(OC)c1
→ 2	6	1	3	2	-9	2	-2	-2	-10	0.1
- CCCS(=O)(=O)NC(=O)C1(C)CCN(C(=O)Cc2ccc(F)cc2)C1 (stereo not given)
→ 3	.	-6	5	2	-6	.	-5	-11	23	-0.2
- Nc1nc(Nc2cccc(C(F)(F)F)c2)nc(C(F)(F)F)n1
→ -3	3	-18	-11	-5	4	11	4	-16	2	-2.2
- O=C(COc1ncnc2ccccc12)Nc1ccc(Cl)c(S(=O)(=O)N2CCOCC2)c1
→ -4	-2	19	-2	9	4	0	12	-20	4	-1.3
- COc1ccc(S(=O)(=O)NCCC(=O)NCc2cccs2)cc1
→ 3	-12	14	-7	15	-11	-1	11	4	-11	-0.8
- O=C(Nc1ccccc1C(F)(F)F)C1CCN(C(=O)Cc2ccccc2)CC1
→ 15	-7	-14	-7	23	-6	7	7	-10	-15	1.6
- Nc1nc(SCC(=O)C23CC4CC(CC(C4)C2)C3)n[nH]1
→ -12	-8	-6	-8	3	11	4	-22	6	2	-1.8
- COCCn1c(C)cc(C(=O)COC(=O)c2cccnc2SC)c1C
→ -59	4	-23	9	2	0	7	-61	-73	-75	-1.4
- CC(C)(C)c1ccccc1NC(=O)Nc1nc(C(N)Cc2ccc(F)cc2)cs1 (stereo not given)
→ -4	.	-13	3	7	-8	.	14	-10	18	11*
- CCOc1ccc(CN2CCCC(CO)(Cc3ccc(F)cc3)C2)cc1 (stereo not given)
→ -5	-6	-6	-4	14	-7	-2	-52	5	-10	2.5
- COC(=O)c1cc(Br)c(=O)n(CCc2ccc(F)cc2)c1
→ 6	-6	3	1	5	6	2	-34	-13	-11	-3.4
- CCCCCCNc1c(C(=O)OCC)c(=O)[nH]c2ccccc12
→ 14	-3	5	2	8	-5	-1	-11	-4	6	-0.4
- Cc1ccc(-c2n[nH]c(=S)c3ccccc23)cc1S(=O)(=O)NCC1CCCO1 (stereo not given)
→ -17	-2	2	-6	4	-5	20	-12	3	12	-0.3
- COc1ccc(NC(=O)COC(=O)[C@@H]2CCCN2S(=O)(=O)c2ccccc2F)c(OC)c1
→ 1	-6	1	1	11	-6	-1	17	-7	-5	-0.6
- Cc1ccc(NC(=O)CN2C(=O)S/C(=C\c3cc(C)n(-c4cccc(C(=O)O)c4)c3C)C2=O)cc1
→ 14	5	3	2	10	-1	-16	18	-1	-7	-2.1
- Cc1c(C)c(C)c(S(=O)(=O)Nc2ccc3[nH]c(=O)[nH]c3c2)c(C)c1C
→ 17	0	5	0	4	4	6	8	7	-7	-0.4
- CN(C(=O)COC(=O)c1cnc(Cl)c(Cl)c1)C1CCCCC1
→ 10	0	-13	-3	40*	13	1	16	5	3	-3.8
- CCOC(=O)c1nnc(-c2ccc(C)cc2)nc1N1CCSCC1
→ -5	-1	-8	0	-6	-5	-16	1	-17	-10	-0.8
- CCn1c(SCC(=O)Nc2cc(C)on2)nc2sc3c(c2c1=O)CCCC3
→ -19	1	22	4	0	-5	-62	-2	-2	7	17*
- Cc1c(C(=O)NC2CCCCC2)oc2ccc(F)cc12
→ -92	3	-40	-7	3	-5	-15	-70	-49	-50	1.8
- CCn1cc(S(=O)(=O)c2cccc(C)c2)c(=O)c2cc(F)c(N3CCN(C)CC3)cc21
→ 20	0	-13	12	5	-13	2	-8	0	3	-3.2
- N#Cc1ccc(S(=O)(=O)NC[C@H]2O[C@@H](n3cnc4c(N)ncnc43)[C@H](O)[C@@H]2O)cc1
→ 5	-9	-21	5	-4	-13	-3	12	3	-8	-3.0
- Cn1nc(C(=O)Nc2c(-c3ccccc3)nc3sccn23)c2ccccc2c1=O
→ -2	-9	10	1	9	1	-5	13	4	-7	-0.3
- CCOCCCNCC(O)c1ccccc1 (stereo not given)
→ -6	10	3	3	5	2	0	-18	-11	-14	-1.1
- Cc1ccc2[nH]c(=O)c(CN(Cc3ccccc3Cl)C(=O)N3CCOCC3)cc2c1
→ 14	-6	12	-1	-2	-1	-3	-10	14	-6	5.2
- CCC1(C(=O)OC)NC(c2ccco2)C2C(=O)N(c3ccccc3)C(=O)C21 (stereo not given)
→ 6	3	-5	25*	1	0	0	-8	-16	10	-0.1
- O=C(CC1C(=O)NCCN1Cc1cccc(F)c1)NCCCCCN1CCOCC1 (stereo not given)
→ 4	-4	11	1	3	-7	-7	-13	4	11	-4.0
- COC(=O)c1sc2ccccc2c1NC(=O)c1ccc(S(=O)(=O)N2CC(C)CC(C)C2)cc1 (stereo not given)
→ 7	-13	-25	-5	2	-11	10	-17	-4	-26	1.4
- Cc1cc(C(O)c2ncc(-c3ccc(Cl)cc3)[nH]2)ccc1F (stereo not given)
→ -4	.	7	-9	0	-11	.	-2	-38	15	-0.2
- O=C(Nc1ccc(OC(F)F)c(Cl)c1)c1cccc(OC(F)F)c1
→ -66	0	.	-4	5	-5	-9	.	-9	-60	1.8
- O=S(=O)(c1ccccc1)N(CC(O)COc1ccccc1)c1ccccc1 (stereo not given)
→ 1	-4	11	-7	-2	-8	1	12	-1	0	-0.5
- CCCN(Cc1nnc(-c2ccccc2Cl)o1)C(=O)COc1ccc(Cl)cc1
→ -14	-3	-1	-3	-7	-12	-8	-9	2	14	-1.4
- COc1ccc(C(CNC(=O)CCNC(=O)c2ccccc2OC)N2CCCC2)cc1 (stereo not given)
→ -17	0	-25	-11	1	-9	-6	-23	2	8	-0.1
- Oc1ccc(-c2c(C3=CCCCC3)sc3ccccc23)cc1
→ -22	-1	12	-10	4	-10	5	19	-5	-14	0.2
- COc1ccc(NC(=O)CSc2nccn2Cc2ccco2)cc1
→ -110	-18	-57	-1	3	0	-13	-45	-99	-81	-1.8
- CSc1nc(N2CCOCC2)nc2ccc(C)cc12
→ -13	4	-2	-5	-9	1	-7	-6	-29	2	0.7
- CCCCc1c(O)nc(N2CCN(Cc3ccccc3)CC2)[nH]c1=O
→ 4	1	12	-3	0	1	-3	13	-5	-5	-2.9
- NC(=O)c1c(NC(=O)CN2CCOCC2)sc2c1CCC2
→ 1	9	11	7	-3	1	1	-4	7	2	-0.9
- CN(Cc1ccccc1)C(=O)CN(C)S(=O)(=O)c1ccc(F)cc1
→ -4	4	8	-1	1	-1	-7	-18	0	5	-1.9
